Source: PubChem BioAssay
GSK3 alpha inh: blocks human GSK-3 alpha kinase. ADP-Glo luminescence, 60 min. inhibition, % at 10 µM. hit rate 0.1% among 320,000;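 in the data active = inhibition above about 50%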;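 note: GST-tagged GSK-3 alpha with peptide substrate and 25 µM ATP; 0% = DMSO neutral wells and 100% = GW8510 positive control wells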
Target sequence (P49840 whole entry, looked up): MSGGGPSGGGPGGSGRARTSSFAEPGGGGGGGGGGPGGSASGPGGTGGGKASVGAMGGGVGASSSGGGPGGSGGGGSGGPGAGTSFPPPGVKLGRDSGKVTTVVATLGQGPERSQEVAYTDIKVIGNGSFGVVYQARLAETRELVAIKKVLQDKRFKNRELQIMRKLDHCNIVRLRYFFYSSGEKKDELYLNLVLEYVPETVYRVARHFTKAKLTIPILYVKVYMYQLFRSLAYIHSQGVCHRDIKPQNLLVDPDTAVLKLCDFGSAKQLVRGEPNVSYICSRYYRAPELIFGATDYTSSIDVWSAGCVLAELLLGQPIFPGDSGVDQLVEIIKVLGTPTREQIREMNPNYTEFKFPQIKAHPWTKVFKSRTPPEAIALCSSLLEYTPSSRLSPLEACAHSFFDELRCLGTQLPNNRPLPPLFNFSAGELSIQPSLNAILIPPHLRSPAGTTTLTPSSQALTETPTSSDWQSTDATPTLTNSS
Active calls of the source: *.

SMILES | GSK3 alpha inh
CC(C)CCN1CCC(Cc2ccccc2)(NC(=O)c2ccccc2)C1=O (stereo not drawn) | -3
CCOC(=O)c1ccn(CSc2c(F)c(F)cc(F)c2F)n1 | -2
COc1cc(C(=O)NCC2CCCCC2)ccc1OCc1c(C)noc1C | -3
C[C@H](OC(=O)n1ccnc1)[C@@H]1O[C@@]2(C)CCC[C@@H]1O2 | -5
C[C@@H]1CN([C@@H](C)CO)C(=O)c2cccc(NC(=O)C3CCCCC3)c2O[C@@H]1CN(C)Cc1ccc(Cl)c(Cl)c1 | 1
Cc1ccc(CN2CC(C(=O)NNC(=O)c3ccc(F)cc3)CC2=O)cc1 (stereo not drawn) | -4
C[C@@H]1CN([C@H](C)CO)C(=O)c2cccc(NC(=O)Nc3ccc(F)cc3)c2O[C@H]1CN(C)C(=O)Nc1ccc(C(F)(F)F)cc1 | 1
CCC(=N\NC(=O)COc1ccccc1OC)/C(CC)=N/NC(=O)COc1ccccc1OC | -4
O=C1C=C(c2ccc(-c3ccccc3)c(F)c2)C[C@@H](c2ccc(Cl)cc2)C1 | 0
O=C(Cc1ccccc1[N+](=O)[O-])OCC(=O)c1ccccc1Br | 4
CC(C)n1nc(C(=O)Nc2ccc(-n3cnnn3)cc2)c2ccccc2c1=O | -1
O=C(NNC(=S)Nc1ccc(Cl)cc1Cl)c1cccnc1 | -4
Cc1cc(NC(=O)CSc2ncc(C(F)(F)F)cc2Cl)no1 | 1
Cc1cc(C(=O)NN=C(CCC(=O)O)c2cccs2)c(C)o1 | -1
CCOc1c2ccccc2nn1CCOC | 0
O=C(COC(=O)c1ccc(OC(F)F)cc1)Nc1cccc(S(=O)(=O)NC2=NCCC2)c1 | -3
CC1(C)C[C@H]2C3=CCC4[C@@]5(C)CC[C@H](O)[C@@](C)(CO)C5CC[C@@]4(C)[C@]3(C)C[C@@H](O)[C@@]2(CO)[C@@H](O)[C@@H]1O (stereo partly drawn) | -1
CCOC(=O)C1CCN(C(=O)c2ccc(N3CCCC3=O)cc2)CC1 | 1
O=C1N[C@@H](Cc2c[nH]c3ccccc23)COC(=O)[C@H](Cc2ccc(F)cc2)C/C=C\C[C@@H]1CC(=O)N(CCO)Cc1ccccc1 | -4
COc1ccc(S(=O)(=O)Nc2ccc3c(c2)C(=O)N([C@H](C)CO)C[C@H](C)[C@@H](CN(C)C(=O)NC2CCCCC2)O3)cc1 | -2
OCC[C@H]1C[C@H](O)[C@@H](O)[C@@]2(CCCc3ccccc3O2)O1 | -2
CC1CCN(C(=O)c2ccc(S(=O)(=O)N3CCCC3)cc2)CC1 | -1
CCN(CC(=O)Nc1cc(Cl)ccc1C)C(=O)c1ccc(N2CCCC2=O)cc1 | -1
Cc1ccc(SCC(=O)NNC(=O)CNC(=O)c2ccc(Br)cc2)cc1 | -1
CCn1nc(C(=O)OCC(=O)N(CCC#N)c2ccccc2)c2ccccc2c1=O | 0

(listing goes on)
SMILES | GSK3 alpha inh
COc1ccc(CN2CC(=O)N3[C@H]4c5cc(C)ccc5OC[C@@H]4[C@H](c4ccccc4)[C@]3(C)C2=O)cc1 | -2
CCOc1ccccc1-n1c(SC(C)C(=O)NCC2CCCO2)nc2ccccc2c1=O (stereo not drawn) | -1
COc1ccc(-c2c(-c3cc(OC)cc(OC)c3)n(C)c3ccc(-c4ccc5c(c4)OCCO5)cc23)cc1 | -3
CSc1ccc(CSCC(=O)N2CCN(S(=O)(=O)c3ccc(C)cc3C)CC2)cc1 | 3
COc1cc(OC)cc(-c2c(C#Cc3ccsc3)c3cc(-c4ccc5cc[nH]c5c4)ccc3n2C)c1 | 1
COc1ccc(S(=O)(=O)N2CCc3ccccc32)cc1C(=O)NCCc1ccc(S(N)(=O)=O)cc1 | -6
COC(=O)C1CCN(C(=O)CN2C(=O)NC3(CCC(C)CC3)C2=O)CC1 (stereo not drawn) | 1
Cn1nnnc1Sc1ncnc2scc(-c3ccccc3Cl)c12 | 1
COc1cccc2sc(N)nc12 | 0
Cc1cccc(NC(=O)c2ccc(S(=O)(=O)N(C)c3ccccc3)cc2)n1 | -6
O=C(OCc1nnc(-c2ccc([N+](=O)[O-])cc2)o1)C1CCN(C(=O)c2ccc(F)cc2)CC1 | -1
COc1ccc(CC2c3cc(OC)c(OC)cc3CC[N+]2(C)CCC(=O)OCCCCCOC(=O)CC[N+]2(C)CCc3cc(OC)c(OC)cc3C2Cc2ccc(OC)c(OC)c2)cc1OC (stereo not drawn) | -3
O=C(CC1C(=O)Nc2ccccc2N1CC(=O)N1CCCC1)Nc1ccc(Br)cc1 (stereo not drawn) | 8
CCOc1ccccc1OCCCC(=O)N1CCN(S(=O)(=O)c2ccc(C)cc2C)CC1 | -2
CCNC(=O)Nc1cc(S(=O)(=O)Nc2ccc(OC)cc2)ccc1N1CCOCC1 | 0
CN(C)c1ccc(C(=O)Nc2cccc(S(=O)(=O)NC3=NCCCCC3)c2)cc1 | 1
O=C(COC(=O)c1ccc(O)cc1)NCCc1c[nH]c2ccccc12 | 9
CCOC(=O)[C@H]1[C@H]2COc3ccc(Cl)cc3[C@@H]2N2C(=O)[C@@H](CO)NC(=O)[C@@]12C | -1
Cc1ccc(OCCCC(=O)Nc2ccc3c(c2)OCCO3)cc1 | 4
CCN1C(=O)[C@@H]2[C@@H](c3ccc(SC4CCCCC4)c(OC)c3)N3CCC[C@@]3(C(=O)OC)[C@@H]2C1=O | -1
CN(C(=O)c1ccc(NC(=O)Cc2ccc(NC(=O)C3CCN(C(=O)C4CCC4)CC3)cc2)cc1)C1CC1 | -1
CNc1ccc(C(=O)OCC(=O)NC(=O)NC2CCCC2)cc1[N+](=O)[O-] | 3
O=C(Nc1cc(S(=O)(=O)Nc2ccc(Cl)cc2)ccc1O)c1ccc(F)cc1F | -1
O=C(NCCCN1CCOCC1)c1cn(-c2ccccc2)nc1-c1ccc(Br)cc1 | 0
CCN(CC(=O)Nc1ccc(S(=O)(=O)N2CCCC2)cc1)CC(=O)Nc1ccccc1C(F)(F)F | -8

Looked up above:
GSK3 alpha inh result of C[C@@H]1CN([C@@H](C)CO)C(=O)c2cccc(NC(=O)C3CCCCC3)c2O[C@@H]1CN(C)Cc1ccc(Cl)c(Cl)c1 = 1
GSK3 alpha inh result of Cn1nnnc1Sc1ncnc2scc(-c3ccccc3Cl)c12 = 1

Carrying on:
SMILES | GSK3 alpha inh
O=C1CCC/C=C\C[C@H](CC(=O)N(CCO)Cc2ccccc2)C(=O)N2CCC[C@@H]2CO1 | -5
O=C1CCC/C=C\C[C@@H](CC(=O)N(CCO)Cc2ccccc2)C(=O)N[C@H](c2ccccc2)CO1 | -5
COC(=O)c1ccn(CSc2c(F)c(F)cc(F)c2F)n1 | -3
CC(C)c1ccc(NC(=O)CN2C(=O)NC(C)(C3CC3)C2=O)cc1 (stereo not drawn) | -2
COc1ccc(S(=O)(=O)N2CCc3ccccc32)cc1C(=O)N1CCC(C)CC1 | -1
CCOc1ccccc1NC(=O)c1ccc(OCC(=O)N2CCOCC2)c(OC)c1 | -3
NC(=O)c1cc([N+](=O)[O-])ccc1Nc1ccccc1 | 2
Cc1cc(C(=O)O[C@H]2[C@H](Cc3ccccc3)NS(=O)(=O)[C@H]3C[C@@H]4C=C[C@]23O4)ccc1[N+](=O)[O-] | -1
Cc1ccc([C@@H]2CC=C(C(=O)O)[C@H](c3cccc(F)c3)N2S(=O)(=O)c2ccccc2C)cc1 | -4
COc1ccccc1N1CCN(C(=O)c2cc(S(=O)(=O)N3CCCCC3)ccc2C)CC1 | 1
COc1ccc(OC)c(NC(=O)COC(=O)CCNc2ccccc2OC)c1 | 2
O=C(COC(=O)CN1C(=O)C2CCCCC2C1=O)Nc1c(Cl)cccc1Cl (stereo not drawn) | -4
CCOC(=O)c1c(C)[nH]c(C(=O)NNC(=O)c2ccc(Br)cc2)c1C | -1
COC(=O)[C@]1(C)N[C@H](CN(C)C(=O)c2ccccc2)[C@@H]2C(=O)N(C)C(=O)[C@@H]21 | -2
CC(C)C(=O)C1=Cc2cccc([N+](=O)[O-])c2OC1N1CCOCC1 (stereo not drawn) | 0
Cc1ccc(C(C)(C)C)cc1S(=O)(=O)N1CCC(C(=O)N2CCN(c3ccc(O)cc3)CC2)CC1 | -3
COc1ccc2cc(C3(C)NC(=O)N(CC(=O)N4CCCCC4)C3=O)ccc2c1 (stereo not drawn) | 1
CC1(NS(=O)(=O)c2ccc(Cl)s2)CCS(=O)(=O)C1 (stereo not drawn) | -1
CCCOc1cc(C)c(S(=O)(=O)NCc2cccs2)cc1C | -3
CCCCN(C(=O)C1COc2ccccc2O1)c1c(N)n(CCC)c(=O)[nH]c1=O (stereo not drawn) | -7
CCc1noc(C)c1C(=O)NNC(=O)c1ccccc1Cl | 3
CCN1C(=O)[C@H]2[C@@H](c3ccc(-c4cccc(Cl)c4)cc3)N[C@@](CC(C)C)(C(=O)OC)[C@H]2C1=O | 0
CC1CN(c2nc3ccccc3nc2NS(=O)(=O)c2ccccc2)CC(C)O1 (stereo not drawn) | -3
Cc1cc(=O)oc2cc(NC(=O)c3cc(F)ccc3F)ccc12 | 0
C[C@H](CO)N1C[C@H](C)[C@@H](CN(C)C(=O)NC2CCCCC2)Oc2c(NS(=O)(=O)c3ccccc3)cccc2C1=O | -1

Next part
SMILES | GSK3 alpha inh
COC(=O)c1ccc(NC(=O)COC(=O)C2=NN(c3ccccc3)C(=O)CC2)cc1 | -2
CC(CN(C)C)CN1c2ccccc2Sc2ccccc21 (stereo not drawn) | 5
Cc1ccc(C(=O)NCC(=O)OCC(=O)c2ccccc2)s1 | -3
O=C(COC(=O)Cc1ccc(Br)cc1)NCC1CCCO1 (stereo not drawn) | -1
Cc1csc(=O)n1CC(=O)Nc1ccc(Cl)c(Cl)c1 | -5
O=C(Cc1ccc(S(=O)(=O)N2CCOCC2)s1)NNC(=O)c1ccccc1Cl | -4
CC(OC(=O)c1ccc(O)cc1)C(=O)Nc1ccc(Oc2ccccc2)cc1 (stereo not drawn) | -1
Cn1c(SCC(=O)Nc2ccccc2Oc2ccccc2)nnc1C1CC1 | -3
O=C(NC(Cc1ccc(O)cc1)C(=O)O)c1ccc2c(c1)OCO2 (stereo not drawn) | 3
CN(CC(=O)Nc1cccc2ccccc12)C(=O)c1ccc(F)cc1F | 1
CN(c1ccccc1)S(=O)(=O)c1ccc(Cl)c(C(=O)NCc2ccco2)c1 | -2
Cc1ccc(S(=O)(=O)N2CCOCC2)cc1NC(=O)COC(=O)/C=C/c1ccc(F)cc1 | -1
Cc1ccc(F)cc1S(=O)(=O)Nc1cccc(C(=O)N2CCCC(C(N)=O)C2)c1 (stereo not drawn) | -9
COC(=O)c1ccc(CNC(=O)CSC(C)C(=O)Nc2cc(C)on2)cc1 (stereo not drawn) | -1
COc1ccccc1-c1sc2cc3c(cc2c1C#Cc1cncn1C)OCO3 | -1
Cc1ccc(S(=O)(=O)N2[C@@H](c3ccc(Cl)cc3)C(C(=O)O)=CC[C@H]2c2ccc(Cl)c(Cl)c2)cc1 | -1
O=C1CC[C@@H](O)CCN1CC[C@H](Sc1ccc(Br)cc1)c1ccccc1 | -1
Cc1cccc(NC(=O)CN2CCN(C(=O)C3CCC3)CC2)c1C | 1
COc1ccccc1NC(=O)C1CCN(S(=O)(=O)c2cccs2)CC1 | -2
Cc1ccc2c(c1)CCCN2C(=O)CCc1nc2ccccc2c(=O)[nH]1 | 9
COc1ccccc1NC(=O)COC(=O)/C=C/c1cccs1 | 2
CN(Cc1ccc(Cl)cc1)C(=O)COC(=O)c1ccc(-c2ccc(O)cc2)cc1 | -3
COc1cccc(C(=O)C[n+]2cccc3cc(OC)ccc32)c1 | -3
O=C(COC(=O)COc1cccc(F)c1)NCC1CCCCC1 | -1
Cc1nn(C)c(C)c1NC(=O)COc1ccccc1C#N | -2

Among those listed so far, these contain a cyano group:
SMILES | GSK3 alpha inh
CCn1nc(C(=O)OCC(=O)N(CCC#N)c2ccccc2)c2ccccc2c1=O | 0
Cc1nn(C)c(C)c1NC(=O)COc1ccccc1C#N | -2

Later entries.
SMILES | GSK3 alpha inh
O=C(CN1C(=O)NC2(CCCC2)C1=O)NCCc1ccc(F)cc1 | 5
CN(CC1COc2ccccc2O1)C(=O)CSc1nncs1 (stereo not drawn) | -2
CN(CC(=O)Nc1cccc(F)c1)C(=O)CCCc1c[nH]c2ccccc12 | -3
CC(=O)Nc1ccc(NC(=O)COC(=O)c2ccccc2C(=O)c2ccccc2)cc1 | 1
COc1cccc(NC(=O)CN(C)C(=O)c2cc3c(s2)CCCCC3)c1 | -4
Cc1cccc(OCCCC(=O)NNC(=O)c2ccc(F)cc2)c1 | 0
CCc1cc(Cn2nc(-c3ccccc3)cc2C(=O)NCc2cccc(Br)c2)on1 | -1
O=C(COC(=O)c1ccc(O)cc1O)Nc1ccc2c(c1)OCCO2 | -1
COCc1ccccc1C1=CC(=O)C[C@H](c2ccc(OC)cc2)C1 | -2
CC1(C)Cc2cccc(OCC(=O)OCC(=O)c3ccccc3)c2O1 | 0
O=C(CN1C(=O)C(=O)N(CCC2=CCCCC2)C1=O)c1c[nH]c2ccccc12 | -1
N#Cc1cccc(NC(=O)COC(=O)c2ccc[n+]([O-])c2)c1 | 1
Cc1ccc(S(=O)(=O)N2CCOCC2)cc1-c1n[nH]c(=S)n1-c1ccccc1 | -2
Cc1cccc(N2CCN(C(=O)C3CC(=O)N(c4ccc5c(c4)OCCO5)C3)CC2C)c1 (stereo not drawn) | -1

Pulled by compound from the entries so far, seven records:
SMILES | GSK3 alpha inh
CN(CC1COc2ccccc2O1)C(=O)CSc1nncs1 (stereo not drawn) | -2
CC1(NS(=O)(=O)c2ccc(Cl)s2)CCS(=O)(=O)C1 (stereo not drawn) | -1
CCOc1ccccc1-n1c(SC(C)C(=O)NCC2CCCO2)nc2ccccc2c1=O (stereo not drawn) | -1
Cc1ccc(CN2CC(C(=O)NNC(=O)c3ccc(F)cc3)CC2=O)cc1 (stereo not drawn) | -4
CC(CN(C)C)CN1c2ccccc2Sc2ccccc21 (stereo not drawn) | 5
O=C(NC(Cc1ccc(O)cc1)C(=O)O)c1ccc2c(c1)OCO2 (stereo not drawn) | 3
CCOc1ccccc1OCCCC(=O)N1CCN(S(=O)(=O)c2ccc(C)cc2C)CC1 | -2

Only part of the results is shown; the hit share may differ from the screen's.
